TRPV1 agonist = human TRPV1 agonism. Q8NER1. TRPV1-expressing cells, Fluo-8 calcium influx, agonist mode. activation, % at 8.33 µM. 320,000 tested, 0.19% active; in the data active = activation above about 80%; inconclusive = between about 30% and that limit; note: 0% is about no effect
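TRPV1-expressing cells were cultured overnight at 35.5C and loaded with Fluo-8 calcium dye for 40 to 90 min at room temperature. After a 10 s baseline, compound was added and calcium influx was read kinetically for 3 min (ex 480/em 520 nm).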
KCNH2 3.1 inh = blocks the human KCNH2 3.1 channel isoform | U2OS KCNH2 3.1, thallium flux FluxOr; active compounds read low | AID 720553 | activity change, % (tested at about 1.8 µM) | 340,000 tested, 0.95% active;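 active = maximum activity change below -70%; inconclusive = maximum activity change from -70% to -50%; inactive = maximum activity change above -50%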;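 note: thallium influx rate constant from kinetic fluorescence after stimulation buffer; % is set by controls: 0 for no effect and ±100 for the full control effect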
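Thallium flux read-out: FluxOr dye with Red40 quencher in HBSS/HEPES, 45 min at RT. Rate constants from kinetic reads were normalized to positive and negative DMSO controls. Cells: U2OS virally expressing the 3.1 isoform.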
FBPA coupling cs = inhibits coupling enzyme system, counter-screen for aldolase hits. 290,000 tested, 0.67% active. coupling enzyme system counterscreen, AmpLite Red fluorescence. activity change, negative = inhibition, % at 58.2 µM, hits read low. AID 2472; in the data active = activity change below about -30%; note: % is set by controls: 0 for no effect and ±100 for the full control effect
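Final compound at 57.5 uM, incubated 10 min at RT with coupling enzyme reagent (glyceraldehyde-3-phosphate), then 20 min with substrate and AmpLite Red detection. Fluorescence read at 525/598 nm; tests interference with the coupling assay, not aldolase inhibition.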
Giardia killer = kills Giardia lamblia. AID 540267. activity change, % at 7.66 µM, hits read low. Giardia lamblia trophozoite viability. 340,000 tested, 0.15% active; in the data active = activity change below about -80%; inconclusive = between about -30% and that limit;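 note: parasites exposed to compound for two days anaerobically before the ATP read; % is set by controls: 0 for no effect and ±100 for the full control effect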
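Giardia lamblia trophozoites (100 cells/well) were incubated with compounds for 48 h at 37 deg C under anaerobic conditions. Viability was read as ATP content by one-step luminescence after 15-30 min at room temperature.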
PKM2 activator = PKM2 (human) enzyme activation | P14618 | 260,000 tested, 0.34% active | purified PKM2, Kinase-Glo ATP luminescence, activation; response scale: 0% is enzyme alone, no compound | Potency, µM (doses to about 57.5 µM), inactives show at the top dose activation, usual class: activators; note: potency is the fitted concentration of half-maximal effect; % is set by controls: 0 for no effect and ±100 for the full control effect; nearly all actives have a fitted effect of over 55% in size
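hPK-M2, >95% pure; 0.1 mM ADP / 0.5 mM PEP final; imidazole pH7.2 buffer w/ 7 mM MgCl2, 50 mM KCl; 1 h RT; Kinase-Glo lum. Intermediate enzyme activity for dual inhibitor/activator qHTS.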
GALK inh = inhibitors of human galactokinase. Purified GALK, Kinase-Glo residual ATP luminescence. Potency, µM (titrated, usually from 57.5 µM), without a hit: at the top dose activity change, negative = inhibition, usual class: inhibitors. 270,000 tested, 0.007% active; note: potency is the fitted concentration of half-maximal effect; % is set by controls: 0 for no effect and ±100 for the full control effect
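5 nM enzyme, 35 uM ATP, 100 uM galactose, 20 mM HEPES pH8.0, 5 mM MgCl2; 1 h RT; residual ATP by Kinase-Glo Plus luminescence, qHTS format.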
Menin MLL FP TR = displaces Texas Red mutant MLL peptide from human menin. Potency, µM (series often up to 61.6 µM), for the others: top-dose FP activity change, negative = inhibition, hits mostly inhibitors. Menin + Texas Red MLL mutant peptide, fluorescence polarization. 270,000 tested, 0.23% active. O00255; active = well fitted inhibition curve with a large enough effect in the polarisation, with a control signal flat, not every such curve was filed as active; inconclusive = small, poorly fitted or top-dose-only effect, or effect the other way, or a change in a side signal; inactive = no such curve, though single readings can be large or run the other way; the % refers to the polarisation; note: potency is the fitted concentration of half-maximal effect; % of control where 0% means no effect; many of its hits are not listed in these tables
USP2a block = inhibitors of human ubiquitin-specific protease USP2a; 330,000 tested, 0.01% active; AID 463254; O75604; Potency, µM (doses to about 38.3 µM), for inactives: at the top dose activity change, negative = inhibition, most hits filed as inhibitors; USP2 core, Ub-CHOP2 coupled fluorogenic reporter, 485/531;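 note: potency is the fitted concentration of half-maximal effect; plate controls were DMSO wells for no effect and full inhibition by NEM control for full effect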
Target sequence (O75604 whole entry, looked up): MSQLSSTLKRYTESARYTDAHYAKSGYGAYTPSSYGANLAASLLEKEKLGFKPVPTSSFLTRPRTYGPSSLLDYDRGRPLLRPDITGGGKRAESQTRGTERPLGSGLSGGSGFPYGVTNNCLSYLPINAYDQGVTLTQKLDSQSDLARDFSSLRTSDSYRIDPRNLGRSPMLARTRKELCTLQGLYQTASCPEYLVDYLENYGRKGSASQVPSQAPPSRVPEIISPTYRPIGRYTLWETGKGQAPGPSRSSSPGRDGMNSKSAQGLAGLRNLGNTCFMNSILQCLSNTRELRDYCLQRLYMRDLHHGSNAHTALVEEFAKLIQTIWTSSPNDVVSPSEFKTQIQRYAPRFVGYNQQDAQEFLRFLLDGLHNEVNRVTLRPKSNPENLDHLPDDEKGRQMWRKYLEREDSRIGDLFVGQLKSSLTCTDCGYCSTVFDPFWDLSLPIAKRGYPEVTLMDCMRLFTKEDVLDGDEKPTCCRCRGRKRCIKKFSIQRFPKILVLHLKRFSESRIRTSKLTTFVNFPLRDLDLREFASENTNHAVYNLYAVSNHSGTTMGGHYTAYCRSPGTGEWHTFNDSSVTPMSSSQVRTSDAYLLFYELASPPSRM
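Cell-free coupled assay: 10nM USP2 core preincubated 30min RT with compound in Tris-HCl pH 8.0/CaCl2/CHAPS buffer, then 25nM Ub-CHOP2 and 25nM reporter substrate; fluorescence (Ex 485/Em 531) read after 60min RT, normalized to NEM inhibition, concentration-response curves fitted.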
B2AR arrestin = agonists driving beta-arrestin recruitment to human beta2-adrenergic receptor; beta-arrestin recruitment to beta2AR, cell-based reporter; Potency, µM (top dose mostly 46.1 µM), without a hit: at the top dose activation, hits mostly activators; AID 492947; 330,000 tested, 0.02% active;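 note: potency is the fitted concentration of half-maximal effect; 0% = DMSO controls and full agonism = EC100 isoproterenol or metaproterenol; nearly all actives have a fitted effect of over 65% in size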
Target sequence (P07550 whole entry, looked up): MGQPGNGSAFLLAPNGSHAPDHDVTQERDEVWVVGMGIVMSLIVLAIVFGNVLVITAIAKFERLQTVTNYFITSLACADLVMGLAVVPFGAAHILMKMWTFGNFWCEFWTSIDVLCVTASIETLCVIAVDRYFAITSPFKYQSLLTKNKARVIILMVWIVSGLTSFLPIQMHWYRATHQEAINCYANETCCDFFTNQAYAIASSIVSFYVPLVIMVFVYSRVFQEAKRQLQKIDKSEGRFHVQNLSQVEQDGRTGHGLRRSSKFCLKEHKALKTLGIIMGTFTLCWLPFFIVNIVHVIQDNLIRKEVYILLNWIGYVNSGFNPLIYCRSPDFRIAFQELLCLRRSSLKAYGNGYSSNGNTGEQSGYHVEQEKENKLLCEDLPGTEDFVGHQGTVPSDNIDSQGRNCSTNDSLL
MLL CXXC-DNA inh = MLL CXXC-DNA interaction inhibition; Q03164; MLL-CXXC / FITC-HOXA9 DNA fluorescence polarization; Potency, µM (series often up to 115 µM), for inactives: top-dose activity change, negative = inhibition, usual class: inhibitors; 290,000 tested, 0.037% active; AID 2662; active = well fitted inhibition curve with a large enough effect in the polarisation, with a control signal flat, not every such curve was filed as active; inconclusive = small, poorly fitted or top-dose-only effect, or effect the other way, or a change in a side signal; inactive = no such curve, though single readings can be large or run the other way; the % refers to the polarisation; note: potency is the fitted concentration of half-maximal effect
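Purified MLL-CXXC (added from a 7 uM solution) was preincubated 5 min at ambient with pinned compounds in 50 mM Tris-HCl pH 7.5, 50 mM NaCl, 1 mM DTT, 0.05% BSA. Fluorescein-labeled HOX-A9 DNA (50 nM solution) followed, 30 min, then polarization read.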
hERG WT inh = blocks the wildtype human KCNH2 potassium channel; AID 720551; 340,000 tested, 0.37% active; U2OS, BacMam KCNH2, thallium flux FluxOr; active compounds read low; activity change, % at 1.84 µM; Q12809;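 active = maximum activity change below -70%; inconclusive = maximum activity change between -70% and -50%; inactive = maximum activity change above -50%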; note: % is set by controls: 0 for no effect and ±100 for the full control effect
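U2OS cells transduced with wild-type KCNH2 virus are loaded with FluxOr dye for 45 min, and thallium flux is measured in kinetic reads before and after stimulation buffer. Rate constants are normalized to DMSO controls.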
* = called active by the depositor; ? = inconclusive; . = no result given; & = joins results of further samples; [ ] = dose if it differs, or a comment. Unless noted, calls come from the whole dose curve; as a rule, active = well fitted curve in the direction sought with a large enough effect; inconclusive = small, poorly fitted or top-dose-only effect, or another doubt; inactive = no such curve, though single readings can be large; an effect the other way counts as inactive or inconclusive. An excerpt. The share of hits here may be higher or lower than overall.

Start of the data: the first 4 records, ahead of the listing:
SMILES	TRPV1 agonist	KCNH2 3.1 inh	FBPA coupling cs	Giardia killer	PKM2 activator	GALK inh	Menin MLL FP TR	USP2a block	B2AR arrestin	MLL CXXC-DNA inh	hERG WT inh
Cc1cccn2c(=O)nc(SCC(=O)Nc3cccc4ccccc34)nc12	2	9	.	6	.	.	.	-4%	0.0%	.	15
CCOC(=O)c1ccc(N(C(=O)c2ccco2)C(C(=O)NC2CCCC2)c2ccncc2)cc1 (stereo not given)	-1	6	2	0	-1%	7%	-15%	2%	-0.7%	-16%	3
COc1ccc2c(Cl)c(C(=O)NN3CCN(C)CC3)sc2c1	-3	3	-1	12	-18%	-3%	-9%	3%	-0.4%	6%	1
Cc1ccsc1/C=C1\SC(N2CCOCC2)=NC1=O	17	-1	3	-11	-25%	-1%	4%	2%	-0.6%	1%	-13

The whole of this part, previewed entries included:
SMILES	TRPV1 agonist	KCNH2 3.1 inh	FBPA coupling cs	Giardia killer	PKM2 activator	GALK inh	Menin MLL FP TR	USP2a block	B2AR arrestin	MLL CXXC-DNA inh	hERG WT inh
Cc1cccn2c(=O)nc(SCC(=O)Nc3cccc4ccccc34)nc12	2	9	.	6	.	.	.	-4%	0.0%	.	15
CCOC(=O)c1ccc(N(C(=O)c2ccco2)C(C(=O)NC2CCCC2)c2ccncc2)cc1 (stereo not given)	-1	6	2	0	-1%	7%	-15%	2%	-0.7%	-16%	3
COc1ccc2c(Cl)c(C(=O)NN3CCN(C)CC3)sc2c1	-3	3	-1	12	-18%	-3%	-9%	3%	-0.4%	6%	1
Cc1ccsc1/C=C1\SC(N2CCOCC2)=NC1=O	17	-1	3	-11	-25%	-1%	4%	2%	-0.6%	1%	-13
CCOC(=O)c1cc(C#N)c(SCC(=O)c2cc(C#N)c(SC)nc2C)nc1C	10	-2	4	3	-2%	6%	0%	0%	0.0%	16%	-5
Cn1cccc1C(=O)NCC(c1ccc(F)cc1)N1CCOCC1 (stereo not given)	3	-7	.	11	.	3%	.	2%	0.2%	11%	-17
Cc1ccc(-n2nc(CC#N)c(C#N)c2N)cc1	0	-4	0	?	-14%	3%	0%	2%	-0.4%	20%	13
O=C(Cc1ccccc1)N/N=C/c1cc(Br)cc(Cl)c1O	?	7	-2	-6	3%	3%	?	2%	-1.1%	-13%	3
COc1ccc(S(=O)(=O)N2CCCC(C(=O)N3CCN(C)CC3)C2)cc1Cl (stereo not given)	-3	20	.	-13	-3%	5%	.	0%	-0.9%	6%	-7
O=C(COc1ccc([N+](=O)[O-])cc1)N(Cc1cccs1)C1CCS(=O)(=O)C1 (stereo not given)	0	-6	-3	4	-11%[0.46 µM]	-1%	?	0%	-0.2%	11%	6
O=S(=O)(Nc1cc(Sc2cccc3cccnc23)c(O)c2ccccc12)c1ccc(F)cc1	-3	2	-53*	-98*	?	0%	?	-8%	-1.9%	15%	28
COC(=O)C1=CN(Cc2ccccc2)C=C(C(=O)OC)C1c1cc(F)ccc1F	8	-2	0	8	.	-1%	?	2%	-0.2%	?	-8
CC1=C(C(=O)OC(C)C)C(c2c[nH]c3ccccc23)n2ncnc2N1 (stereo not given)	-3	14	0	21	1%	1%	10%	4%	-1.4%	10%	3
COc1cc(OC)cc(C(=O)NC(=S)Nc2cccnc2)c1	-3	-2	-8	-2	-1%	3%	?	1%	0.0%	3%	-2
O=C(NCCCCc1ccccc1)C12CN(Cc3ccccc3)CC1C(c1cccc([N+](=O)[O-])c1)=NO2 (stereo not given)	-2	-16	2	12	-4%	0%	-18%	1%	-0.3%	-1%	-1
O=C(COC(=O)c1ccc(S(=O)(=O)N2CCCC2)cc1)NCc1ccccc1	29	-2	2	4	1%	4%	-15%	1%	0.0%	3%	-10
CC(C)SCCCOc1ccc(C(C)(C)C)cc1	3	9	1	-20	0%	2%	3%	0%	0.2%	1%	5
CCOC(=O)C1CCCN(S(=O)(=O)CCNC(=O)c2cccc(OC)c2)C1 (stereo not given)	18	-3	.	2	.	.	.	3%	0.0%	.	11
C[C@H](NC(=O)Cc1cccc2ccccc12)C(=O)N1CCCN(C)CC1	2	?	-2	1	-2%	-6%	-7%	1%	0.1%	11%	-2
C=CCN(CC=C)CCOc1ccccc1	-3	-12	0	3	2%	2%	?	0%	0.5%	1%	-2
CCCCCCn1c(SCC(=O)c2c(N)n(C)c(=O)n(C)c2=O)nc2ccccc21	-4	-11	-1	-5	0%	-2%	1%	1%	-0.2%	-15%	7
Clc1cccc(Cl)c1/C=C/c1nc2ccccc2[nH]1	?	0	1	?	-13%	-1%	17%	-7%	0.3%	-4%	-7
COc1ccc(-c2cn(Cc3ccc(C)cc3)nn2)cc1	9	.	2	7	-3%	.	?	-1%	-0.9%	8%	.
COc1ccccc1CCC(=O)N1CCN(S(=O)(=O)c2cccc(F)c2)CC1	9	13	.	-8	.	.	.	-2%	0.0%	.	1
O=C(Nc1cccc2ncccc12)c1ccccc1[N+](=O)[O-]	-1	3	1	7	0%[11.5 µM]	-3%	5%	0%	0.3%	3%	18
NC(=O)COC(=O)[C@H](Cc1ccccc1)NS(=O)(=O)c1ccc2c(c1)OCCO2	10	8	.	-6	.	.	.	1%	0.1%	.	-1
Cc1cc(CSc2ccccc2C(=O)O)on1	-1	-14	-1	-14	0%	0%	3%	1%	-0.4%	3%	-8
CCNC(=O)Oc1ccc(-c2csnn2)cc1	1	-2	0	?	1%	-7%	-20%	1%	0.4%	48%[activator]	.
CCS(=O)(=O)CCSc1nc(C)cc(C)c1C#N	0	8	1	26	8%	-3%	?	3%	-1.1%	14%	-22
O=C1CCCC(O)=C1C1C2=C(CCCC2=O)Oc2ccccc21 (stereo not given)	0	10	0	-6	1%	6%	-1%	-1%	-0.1%	2%	-4
O=C(O)c1cccc(NS(=O)(=O)c2ccc(S(=O)(=O)N3CCOCC3)cc2)c1	-2	-7	7	1	4%	-7%	-2%	4%	0.1%	-5%	-11
O=C(NNC(=O)c1nn(-c2ccc(F)cc2)ccc1=O)c1ccc(Cl)cc1	.	7	-1	-16	-15%	0%	.	0%	-0.9%	-5%	-9
CCOC(=O)[C@H](CCc1ccccc1)N[C@@H](C)C(=O)N1CCC[C@H]1C(=O)O	-1&-1	-3&9	1&3&3	-2&19	-2%	-1%	4%	-1%&1%	-0.5%&0.1%	6%&4%	13&39
CC1(C(=O)Oc2ccccc2)Cc2ccccc2C(=O)O1 (stereo not given)	6	4	-3	6	-9%	2%	6%	-2%	0.4%	-6%	3
Cc1onc(-c2c(Cl)cccc2Cl)c1C(=O)Nc1ccc2c(c1)OCO2	-4	0	-5	-3	-3%	.	47%[activator]	0%	-0.8%	8%	4
O=C(Nc1nnc(-c2ccc3c(c2)OCCO3)o1)c1ccc(Cc2ccccc2)cc1	-3	-20	-1	-3	-16%	1%	?	1%	-0.2%	-20%	-13

Structural class: those above with an NH in an aromatic ring (2)
SMILES	TRPV1 agonist	KCNH2 3.1 inh	FBPA coupling cs	Giardia killer	PKM2 activator	GALK inh	Menin MLL FP TR	USP2a block	B2AR arrestin	MLL CXXC-DNA inh	hERG WT inh
CC1=C(C(=O)OC(C)C)C(c2c[nH]c3ccccc23)n2ncnc2N1 (stereo not given)	-3	14	0	21	1%	1%	10%	4%	-1.4%	10%	3
Clc1cccc(Cl)c1/C=C/c1nc2ccccc2[nH]1	?	0	1	?	-13%	-1%	17%	-7%	0.3%	-4%	-7

(cont.)
SMILES	TRPV1 agonist	KCNH2 3.1 inh	FBPA coupling cs	Giardia killer	PKM2 activator	GALK inh	Menin MLL FP TR	USP2a block	B2AR arrestin	MLL CXXC-DNA inh	hERG WT inh
Cc1ccc2c(CC(=O)Nc3ccc(F)c(S(=O)(=O)N4CCOCC4)c3)coc2c1	1	21	.	-4	.	.	.	2%	0.3%	.	-5
c1ccc(NCc2nnc3n2CCCCC3)cc1	-2	-2	2	17	1%	1%	-5%	0%	-0.4%	0%	-1
O=C(C1CCN(S(=O)(=O)c2cccc3nsnc23)CC1)N1CCN(c2ccccc2F)CC1	.	-19	0	2	0%	-1%	.	0%	-1.1%	-5%	2
CC(=O)Nc1c(O)n(C)c2ccccc12	-3	-39	-9	-1	6%	2%	8%	0%	-0.2%	-1%	-22
CC(=O)N1CCN(C2=NC(=O)C(=C3CCCCC3)S2)CC1	3	-3	-2	-5	2%	-4%	-6%	10%	0.2%	3%	1
Cc1cc(=O)n(CC(=O)Nc2cc(Cl)ccc2C)c(C(C)C)n1	5	4	1	7	-4%	7%	8%	1%	0.0%	-5%	-39
